RAD54 inh: blocks human RAD54 Holliday junction branch migration; FAM/BHQ fluorescence; inhibition, % at 10.4 µM; AID 602329; 0.14% of 360,000 active; Q92698;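 active = mean normalized replicate activity at least 40 and at least half of replicates scoring 40 or more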;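 also: 0% = median of neutral control wells and 100% = median of positive control wells; inhibitors cause a drop in the FAM fluorescence signal; in these data hits start at about 50%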
E-selectin induc: induces E-selectin expression in human endothelial cells; P16581; HUVEC E-selectin immunofluorescence imaging; normalized: neutral wells 0, TNF-alpha wells 100; activation, % at 7.58 µM; 0.37% of 260,000 active; AID 686992;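 active = mean E-selectin-positive cell signal at least 10% of the positive control, reached in at least 60% of replicates, without over 20% cell loss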;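 also: in these data hits start at about 27%; measured in HUVEC primary endothelial cells; signal is the percent of cells scored E-selectin positive by PE staining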
Target sequence (P16581 whole entry, looked up): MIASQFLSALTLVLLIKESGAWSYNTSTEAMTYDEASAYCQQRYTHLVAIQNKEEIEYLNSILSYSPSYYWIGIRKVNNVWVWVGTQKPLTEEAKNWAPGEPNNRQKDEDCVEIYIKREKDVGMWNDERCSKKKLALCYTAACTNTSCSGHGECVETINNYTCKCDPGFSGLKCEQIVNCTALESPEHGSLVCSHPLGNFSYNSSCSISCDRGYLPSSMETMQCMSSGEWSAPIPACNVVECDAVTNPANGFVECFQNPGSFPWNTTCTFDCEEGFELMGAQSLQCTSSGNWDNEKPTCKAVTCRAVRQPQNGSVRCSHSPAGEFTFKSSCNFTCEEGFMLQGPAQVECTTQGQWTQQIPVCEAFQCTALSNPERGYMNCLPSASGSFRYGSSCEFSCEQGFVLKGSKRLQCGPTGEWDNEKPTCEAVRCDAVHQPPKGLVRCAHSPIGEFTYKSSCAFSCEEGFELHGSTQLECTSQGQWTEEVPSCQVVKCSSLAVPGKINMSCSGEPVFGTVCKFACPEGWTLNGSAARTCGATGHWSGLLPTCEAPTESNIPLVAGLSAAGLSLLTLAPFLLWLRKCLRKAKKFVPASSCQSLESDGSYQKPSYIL
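material = human umbilical vein endothelial cells (HUVEC), E-selectin induction | quantity = 3,000 cells/well | medium = EGM-2 growth medium on 0.1% gelatin-coated wells | technique = immunofluorescence imaging | read-out basis = % PE-positive cells | control set = TNF-alpha positive control, DMSO neutral control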
CASP6 VEID inh: blocks human caspase-6 cleavage activity; P55212; purified caspase-6, Z-VEID-R110 cleavage fluorescence; inhibition, % at 12.5 µM; 0.53% of 350,000 active; AID 686996;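 active = mean inhibition across replicates at least about 35%, with every replicate also reaching that limit, limit read from the data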;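 also: 0% = median of neutral control wells and 100% = no fluorescence left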
DENV2 CPE rescue: protects cells from dengue virus 2 cytopathic effect | 1.7% of 350,000 active | AID 651640 | DENV2-infected cells, cytopathic effect rescue, plate reader | CPE inhibition, % at 9.99 µM; in the data active = CPE inhibition above about 20%, passing the limit was not always enough; tested in BHK-21 cells;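 also: 0% = median of neutral control wells and 100% = median of positive control wells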
F508del corr: correctors of CFTR F508del function in bronchial epithelial cells; AID 720511; CFBE cells, YFP halide quenching; stimulated with forskolin plus potentiator P3; % fluorescence drop versus neutral controls; activity (quench increase), % at 7.58 µM; 0.36% of 350,000 active;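 active = mean added fluorescence quench of at least 8% versus neutral control, with both replicates also reaching 8%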;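 also: cells transiently co-express mutant CFTR-F508del with the halide-sensitive YFP; corrector assay measuring rescue of mutant channel to the surface after 24 h compound exposure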
Xi reactivation: activators of X-chromosome reactivation in mouse fibroblasts | XiGFP mouse fibroblasts, % GFP-positive cells imaging, 3 d; cells co-treated with 5-aza-dC sensitizer; scaled so ellipticine positive control = 100% | activation, % at 7.58 µM | 0.055% of 360,000 active;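 active = mean normalized replicate activation at least 10% and every replicate at or above 10%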;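 also: 0% = median of on-plate neutral control wells and 100% = ellipticine 6 µM median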
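Schedule: 3 d treatment, 15 min room-temperature fixation; system: 68-5-11 XiGFP fibroblast line; buffer or medium: DMEM plus 5-aza-dC sensitizer; control set: ellipticine 6 µM positive control; compound: one concentration, pinned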
GSIS activator: primary screen for activators of insulin secretion dependent on glucose, INS-1E cells, GLuc reporter luminescence; INS-1E GLuc reporter insulin secretion, 2-3 h; activation, % at 16.6 µM; 0.61% of 370,000 active; AID 743287;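 active = lowest replicate activation of at least 40%, so every replicate reaches that level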;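 also: 0% = median of neutral control wells and 100% = median of IBMX positive control wells; some compounds called inactive have numbers as strong as hits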
RAD52 anneal inh: inhibitors of human RAD52 DNA annealing | P43351 | recombinant RAD52 DNA annealing, FRET fluorescence | inhibition, % at 18.7 µM | 0.46% of 360,000 active;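 active = every replicate showing at least 50% inhibition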
Target sequence (P43351 whole entry, looked up): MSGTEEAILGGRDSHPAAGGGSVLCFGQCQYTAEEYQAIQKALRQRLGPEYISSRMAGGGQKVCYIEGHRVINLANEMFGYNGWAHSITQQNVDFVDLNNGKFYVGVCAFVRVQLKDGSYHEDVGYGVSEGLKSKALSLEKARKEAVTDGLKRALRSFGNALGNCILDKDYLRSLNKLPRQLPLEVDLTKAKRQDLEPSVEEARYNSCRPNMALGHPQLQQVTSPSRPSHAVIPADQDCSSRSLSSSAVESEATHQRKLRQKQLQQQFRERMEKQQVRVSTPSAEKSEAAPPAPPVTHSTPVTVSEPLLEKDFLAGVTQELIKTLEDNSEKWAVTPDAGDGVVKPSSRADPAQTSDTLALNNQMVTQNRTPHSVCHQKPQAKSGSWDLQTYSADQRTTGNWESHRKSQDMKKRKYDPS
* = called active by the depositor; . = not tested or not shown.

SMILES	RAD54 inh	E-selectin induc	CASP6 VEID inh	DENV2 CPE rescue	F508del corr	Xi reactivation	GSIS activator	RAD52 anneal inh
Cc1nn(Cc2ccccc2)c(C)c1C(=O)N1CCN(CC(=O)Nc2ccc(F)cc2)CC1	-1	-0.1	-4	1	-2.4	0.1	-4	1
CC1(C(=O)NS(=O)(=O)c2ccc(C#N)cc2)CCN1C(=O)C1CCCCC1 (configuration not stated)	-7	-0.2	-2	-13	1.9	0.1	3	-51
Cc1ccc(S(=O)(=O)N(C)C[C@H]2OCCCC[C@@H](C)Oc3ccc(NC(=O)Nc4ccccc4)cc3C(=O)N([C@H](C)CO)C[C@H]2C)cc1	0	.	-2	-6	-1.2	0.1	6	-1
CC(=O)N1CCCC(c2cc(C(=O)Nc3ccccc3)no2)C1 (configuration not stated)	0	-0.1	2	0	0.2	0.0	-1	-3
N#C/C=C/N1CCN(C(=O)c2ccco2)CC1	-3	.	-1	1	1.1	0.2	-10	-11
Nc1ncnc2c1ncn2C1O[C@H](CO)[C@@H](O)[C@@H]1O (some centres not stated)	-17	2.1	13	13	3.5	0.0	0	-6
NC(=O)[C@H]1CC2(CC(c3cccc(NC(=O)CC(c4ccccc4)c4ccccc4)c3)=NO2)CN1C(=O)C(c1ccccc1)c1ccccc1 (some centres not stated)	4	1.0	-2	2	3.1	0.8	31	-9
Cc1noc(C)c1NC(=O)N[C@@H]1CC[C@@H](CCNC(=O)C2CCC2)O[C@H]1CO	-2	0.3	-2	5	-0.4	0.0	15	10
CC(C)CCNC(=O)c1sc2ccc(S(=O)(=O)N3CCCCC3)cc2c1N	.	.	3	11	2.2	0.0	-1	-19
COc1ccc(-c2ccnc3c(Br)c(C)nn23)cc1	0	0.8	1	7	-2.3	0.0	6	-5
C=CCN1C(=O)SC(Cc2cccc(OC)c2O)C1=O (configuration not stated)	-4	-0.1	2	-2	2.0	0.0	-4	-7
COC(=O)COc1ccc(S(=O)(=O)Nc2ccc3c(c2)OCCO3)cc1C	-4	4.2	-2	14	0.4	0.1	-30	-11
CC(C)(C)NC(=O)COC(=O)c1ccc(Cl)c(S(N)(=O)=O)c1	.	.	1	-6	2.8	0.1	15	3
CC(C)(O)C#Cc1cccc(-c2nc(C(=O)N[C@@H]3CCN(Cc4ccccc4)C3)cc3c2[C@@H](CCO)N(S(=O)C(C)(C)C)C3)c1 (some centres not stated)	.	-0.2	2	-1	-0.7	0.2	-5	-6
COc1ccc(CN(C)C[C@@H]2Oc3ccc(NS(=O)(=O)c4ccc(C)cc4)cc3C(=O)N([C@@H](C)CO)C[C@@H]2C)cc1	-16	-0.4	0	2	-1.7	1.6	3	13
CNC(=O)c1c(NC(=O)c2ccc(S(=O)(=O)N3CCCc4ccccc43)cc2)sc2c1CCN(C)C2	-12	0.3	-8	-3	0.3	4.4	-12	-59
NS(=O)(=O)c1cccc(NC(=O)COC(=O)CCN2C(=O)c3ccccc3C2=O)c1	6	.	-1	-1	-3.9	-0.2	6	2
Oc1ccccc1/C=N/Nc1ccccc1	.	-0.2	1	1	-4.6	0.0	-6	-18
C=CCN(C(=O)c1csnn1)C(C(=O)NC1CCCC1)c1ccc(F)cc1 (configuration not stated)	4	.	-4	-1	2.1	0.0	5	-4
Nc1ccn([C@@H]2O[C@H](CNCc3cc(Br)ccc3OCc3ccccc3)[C@@H](O)[C@H]2O)c(=O)n1	12	-0.3	-1	19	-3.4	0.6	-5	-3
NC(=S)Cc1ccc(Cl)cc1Cl	5	0.0	0	1	-1.7	0.0	17	-2
CC(C)C(NC(=O)CN1C(=O)c2ccccc2S1(=O)=O)C(C)C	4	.	1	3	1.7	0.1	-1	-9
CCOC1=C2[C@H](c3cccs3)N(S(=O)(=O)c3ccc(C)cc3)C[C@H]2n2c(=O)n(-c3ccccc3)c(=O)n2C1	-8	.	-1	2	0.6	0.2	-24	-25
CCOC(=O)C1=C(C)NC(C)=C(C(=O)OCC)C1C(=O)OCC(=O)NCc1ccccc1OC	-7	0.0	3	2	-0.1	0.0	-39	-4
C[C@H]1COc2cccc(NCCO)c2S(=O)(=O)N1	.	-0.1	3	-3	-1.4	0.1	.	-11

Rewritten as labelled records: four of the compounds above
> N#C/C=C/N1CCN(C(=O)c2ccco2)CC1
  RAD54 inh = -3 | E-selectin induc = . | CASP6 VEID inh = -1 | DENV2 CPE rescue = 1 | F508del corr = 1.1 | Xi reactivation = 0.2 | GSIS activator = -10 | RAD52 anneal inh = -11

> CC(C)CCNC(=O)c1sc2ccc(S(=O)(=O)N3CCCCC3)cc2c1N
  RAD54 inh = . | E-selectin induc = . | CASP6 VEID inh = 3 | DENV2 CPE rescue = 11 | F508del corr = 2.2 | Xi reactivation = 0.0 | GSIS activator = -1 | RAD52 anneal inh = -19

> Cc1ccc(S(=O)(=O)N(C)C[C@H]2OCCCC[C@@H](C)Oc3ccc(NC(=O)Nc4ccccc4)cc3C(=O)N([C@H](C)CO)C[C@H]2C)cc1
  RAD54 inh = 0 | E-selectin induc = . | CASP6 VEID inh = -2 | DENV2 CPE rescue = -6 | F508del corr = -1.2 | Xi reactivation = 0.1 | GSIS activator = 6 | RAD52 anneal inh = -1

> Nc1ncnc2c1ncn2C1O[C@H](CO)[C@@H](O)[C@@H]1O (some centres not stated)
  RAD54 inh = -17 | E-selectin induc = 2.1 | CASP6 VEID inh = 13 | DENV2 CPE rescue = 13 | F508del corr = 3.5 | Xi reactivation = 0.0 | GSIS activator = 0 | RAD52 anneal inh = -6

The list continues:
SMILES	RAD54 inh	E-selectin induc	CASP6 VEID inh	DENV2 CPE rescue	F508del corr	Xi reactivation	GSIS activator	RAD52 anneal inh
Cc1ccc(S(=O)(=O)N2CCCCC2)cc1NC(=O)c1cccnc1	.	0.5	1	-6	-2.5	0.0	12	-8
CSc1ncccc1C(=O)N1CCN(S(=O)(=O)c2ccccc2)CC1	1	0.2	0	3	-3.8	0.4	1	-5
CCc1ccc2oc(C(=O)NCc3ccc(S(N)(=O)=O)cc3)c(C)c2c1	-13	.	-2	-4	8.0	0.2	10	-8
Cc1cc(C(=O)NNC(=O)c2ccc(NC(=O)CC#N)cc2)c(C)o1	5	-0.4	-2	0	-0.4	0.3	15	-43
CNC[C@@H]1Oc2ncc(-c3cccc(F)c3)cc2C(=O)N([C@@H](C)CO)C[C@@H]1C	-2	0.0	-2	25*	-0.4	0.1	-9	1
COCC(=O)Nc1ccc2c(c1)[C@@H]1C[C@@H](CC(=O)OC)O[C@@H](CO)[C@@H]1O2	-3	0.6	.	-2	-0.4	-0.1	1	.
O=C(NCc1ccncc1)[C@@H]1CCCN1C(=O)[C@@H]1CCCN1C(=O)c1cccs1	.	-0.1	3	-6	3.8	0.0	12	-7
CCOC(=O)N1CCN(C(=O)C2CCC(=O)N(CCCN3CCCC3=O)C2)CC1 (configuration not stated)	12	0.1	-3	-2	8.5*	0.1	-7	-15
CCOc1ccc(OCCC(=O)OCC(=O)N2CCN(S(=O)(=O)c3ccc(Cl)cc3)CC2)cc1	2	.	10	-1	-3.8	0.2	-32	-13
C[C@@H]1CN([C@H](C)CO)C(=O)Cc2cc(N(C)C)ccc2O[C@@H]1CN(C)S(=O)(=O)c1cn(C)cn1	-6	0.0	-1	-2	0.0	-1.3	2	6
COc1ccccc1CNC(=O)C[C@H]1CC[C@H]2[C@@H](COC[C@@H](O)CN2Cc2ccccc2)O1	-2	0.1	1	-4	1.2	0.5	2	0
COc1cc(OC)c(C(=O)N(CCc2ccccc2)Cc2ccccc2)cc1OC	-2	1.8	4	3	-0.2	0.3	-20	5
COc1ccc(OCC(=O)Nc2ccc(S(=O)(=O)Nc3nc(C)cc(C)n3)cc2)cc1	.	.	2	16	-3.0	0.3	-12	-19
C[C@H](CO)N1C[C@H](C)[C@H](CN(C)C(=O)C2CCCCC2)Oc2cc(C#CC(C)(C)O)ccc2S1(=O)=O	3	1.1	0	-5	-1.3	0.1	2	-5
CC(Sc1nc2ccccc2s1)C(=O)c1c(N)n(C)c(=O)n(C)c1=O (configuration not stated)	.	.	-1	-4	-3.3	0.0	.	-2
Cc1ccc(S(=O)(=O)N2CCN(C(=O)COC(=O)C3CCC3)CC2)c(C)c1	-10	.	1	-10	0.8	0.1	-2	-10
Cn1c(SCC(=O)Nc2ccc3c(c2)OCCO3)nnc1C1CC1	6	-3.4	2	-2	-0.7	0.3	.	-9
COCCn1cc(-c2csc(N)n2)c2ccccc21	-5	.	3	2	0.2	0.0	7	-1
COC(=O)C[C@@H]1C=C[C@@H](NS(=O)(=O)c2ccc(OC)cc2)[C@H](CO)O1	2	-0.6	-2	-5	-0.2	-0.4	9	-3
CN(c1ccc(C(=O)N2CCOCC2)cc1)S(=O)(=O)c1cccs1	1	.	10	-1	1.2	0.0	36	-12
O=C(Nc1ccccc1)c1ccc(COc2ccccc2)cc1	4	0.1	.	-6	3.8	0.1	-1	-14
O=C(C[C@H]1CC[C@H]2[C@@H](COC[C@@H](O)CN2S(=O)(=O)c2ccccc2F)O1)NCc1ccccc1Cl	1	0.1	-1	-10	-0.8	0.2	9	-7
CCc1ccccc1S(=O)(=O)Cc1ccc(C(=O)NC2CCCC2)o1	-4	.	0	4	-1.7	0.1	-4	-24
CCCNC(=O)C1(C)CCCN(C(=O)COc2ccc(C(C)(C)C)cc2)C1 (configuration not stated)	-11	2.4	1	-8	4.7	-0.1	.	1
COc1ccc(NC(=O)Nc2ccc3c(c2)C(=O)N([C@@H](C)CO)C[C@H](C)[C@@H](CN(C)Cc2ccncc2)OCCCC[C@@H](C)O3)cc1	-2	0.2	0	17	1.0	-0.5	-16	21

Next section.
SMILES	RAD54 inh	E-selectin induc	CASP6 VEID inh	DENV2 CPE rescue	F508del corr	Xi reactivation	GSIS activator	RAD52 anneal inh
CC(C)C[C@@H]1COc2cc(N(C)CCO)ccc2S(=O)(=O)N1	.	-0.1	-2	-1	-5.1	-0.1	9	-16
COc1ccccc1Cc1c(-c2ccc(OC)c(OC)c2)nc2c3ccccc3ccn12	-2	0.1	-2	-9	0.8	.	-2	-20
CCOC(CNC(=O)c1cccn2c(=O)c3c(C)c(C)sc3nc12)OCC	-40	.	0	-5	-2.0	0.2	3	-9
CC(=O)NC(Cc1ccccc1)C(=O)OCC(=O)c1ccc(Br)cc1 (configuration not stated)	-5	-0.1	.	.	.	-0.2	5	.
CN(Cc1ccccc1)S(=O)(=O)c1ccc(Cl)c(C(=O)NCc2cccnc2)c1	3	.	3	-1	2.5	0.0	-11	-2
Cc1ccccc1-n1ncc2c1CC(C)(C)CC2NC(=O)CCn1cncn1 (configuration not stated)	-1	.	-3	-2	0.6	0.0	14	-4
CCOC(=O)c1cc2c(=O)c3ccccc3oc2nc1C	-7	0.5	-3	13	-1.7	0.1	19	-26
O=C(NCc1ccco1)C1CCCN(S(=O)(=O)c2ccc(Br)cc2)C1 (configuration not stated)	.	.	1	-2	3.2	0.0	-6	-10
O=C(NNC(=O)c1c(O)c2ccccc2[nH]c1=O)c1ccccc1Br	-14	.	1	0	1.7	0.1	22	-7
CCC(=O)N1[C@H](C(=O)OC)[C@@H](CO)[C@@H]2Cn3c(ccc(-c4ccccc4F)c3=O)[C@@H]21	6	0.1	1	0	-1.2	0.0	5	-9

Single records, from the list above. Order of screens: RAD54 inh, E-selectin induc, CASP6 VEID inh, DENV2 CPE rescue, F508del corr, Xi reactivation, GSIS activator, RAD52 anneal inh
`CCOC(=O)c1cc2c(=O)c3ccccc3oc2nc1C` across the screens: -7, 0.5, -3, 13, -1.7, 0.1, 19, -26
`CC(=O)NC(Cc1ccccc1)C(=O)OCC(=O)c1ccc(Br)cc1` (configuration not stated) across the screens: -5, -0.1, ., ., ., -0.2, 5, .
